Bioassay records from PubChem BioAssay.
UCHL1 inh: human UCHL1 deubiquitinase inhibition; inhibition, % at 20 µM; P09936; purified UCHL1, Ub-rhodamine cleavage fluorescence; hit rate 0.2% among 47,000
USP17 block: blocks human USP17 ubiquitin-rhodamine cleavage; purified USP17, Ub-rhodamine cleavage fluorescence, 3 h; inhibition, % at 50 µM; hit rate 6.5% among 47,000; AID 1645855
OTUD3 inh: human OTUD3 deubiquitinase inhibition | hit rate 0.7% among 47,000 | purified OTUD3, Ub-rhodamine fluorescence, 2 h | Q5T2D3 | inhibition, % at 25 µM
USP7 inh: inhibitors of human USP7 deubiquitinase; hit rate 0.3% among 47,000; Q93009; inhibition, % at 20 µM; purified USP7, Ub-rhodamine cleavage fluorescence
Target sequence (Q93009 whole entry, looked up): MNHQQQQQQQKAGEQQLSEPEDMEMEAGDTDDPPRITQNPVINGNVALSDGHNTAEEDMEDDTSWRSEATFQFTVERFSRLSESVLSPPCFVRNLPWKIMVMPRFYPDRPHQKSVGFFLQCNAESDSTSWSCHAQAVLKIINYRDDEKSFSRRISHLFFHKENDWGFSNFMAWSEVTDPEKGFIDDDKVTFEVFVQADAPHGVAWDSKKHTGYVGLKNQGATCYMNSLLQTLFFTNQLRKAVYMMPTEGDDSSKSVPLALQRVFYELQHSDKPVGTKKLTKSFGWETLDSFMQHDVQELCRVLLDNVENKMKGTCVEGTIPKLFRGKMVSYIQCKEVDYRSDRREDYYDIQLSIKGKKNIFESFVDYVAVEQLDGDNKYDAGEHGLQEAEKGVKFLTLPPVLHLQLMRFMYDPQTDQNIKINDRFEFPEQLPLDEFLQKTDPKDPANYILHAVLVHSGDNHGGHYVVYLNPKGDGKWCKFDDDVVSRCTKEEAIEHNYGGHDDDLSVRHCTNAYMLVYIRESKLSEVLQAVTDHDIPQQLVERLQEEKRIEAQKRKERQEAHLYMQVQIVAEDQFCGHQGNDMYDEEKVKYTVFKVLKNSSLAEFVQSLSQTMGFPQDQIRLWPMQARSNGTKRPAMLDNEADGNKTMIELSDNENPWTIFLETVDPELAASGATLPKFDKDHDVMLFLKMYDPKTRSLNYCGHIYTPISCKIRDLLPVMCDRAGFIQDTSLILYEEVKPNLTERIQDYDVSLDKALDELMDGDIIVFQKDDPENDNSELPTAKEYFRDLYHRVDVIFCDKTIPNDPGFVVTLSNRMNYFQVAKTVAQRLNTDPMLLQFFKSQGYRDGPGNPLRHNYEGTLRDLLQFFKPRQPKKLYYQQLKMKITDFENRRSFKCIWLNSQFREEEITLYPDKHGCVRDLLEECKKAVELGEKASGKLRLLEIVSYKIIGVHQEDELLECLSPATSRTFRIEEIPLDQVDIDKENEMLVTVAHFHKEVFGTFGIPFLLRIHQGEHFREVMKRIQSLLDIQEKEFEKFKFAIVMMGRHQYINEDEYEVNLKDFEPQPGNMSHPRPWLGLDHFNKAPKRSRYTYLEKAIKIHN
USP10 block: blocks human USP10 ubiquitin-rhodamine cleavage; Q14694; purified USP10, Ub-rhodamine fluorescence, 60 min; inhibition, % at 20 µM; hit rate 1.1% among 47,000; AID 1645856
USP8 inh: human USP8 deubiquitinase inhibition; P40818; purified USP8, Ub-rhodamine cleavage fluorescence, 30 min; inhibition, % at 20 µM; hit rate 4.2% among 47,000; AID 1645853
USP30 block: blocks human USP30 ubiquitin-rhodamine cleavage. Q70CQ3. purified USP30, Ub-rhodamine cleavage fluorescence. inhibition, % at 25 µM. hit rate 5.3% among 47,000
USP28 block: inhibitors of human USP28 deubiquitinase; Q96RU2; hit rate 3% among 47,000; purified USP28, Ub-rhodamine cleavage fluorescence, 30 min; AID 1645857; inhibition, % at 25 µM
Numbers without * were called inactive; i = inactive; . = not tested or not shown. No stated cut-off is given here; in the data, active means inhibition above about 30%; inactive means the rest.

no.	molecule	UCHL1 inh	USP17 block	OTUD3 inh	USP7 inh
1	O=C(NCc1ccncc1)c1ccccc1Sc1nccnc1Oc1ccccc1	3	7	11	0
2	N#Cc1ccccc1NC(=O)C1CC(=O)N(CCc2ccc(F)cc2)C1 (stereo not given)	1	7	14	1
3	COc1ccccc1-c1nc(-c2nnn(Cc3ccc(C)cc3)c2C)no1	6	4	0	-10
4	CN1C(=O)CC(=O)N(C)c2cc(S(=O)(=O)N3CCN(C4CCCCC4)CC3)ccc21	2	-4	3	3
5	C=C1CCC[C@]2(C)C[C@H]3OC(=O)C(CN(Cc4ccc(OC)c(OC)c4)Cc4ccco4)[C@H]3CC12 (stereo not given in full)	0	-9	-7	9
6	CC1CSc2ccc(S(=O)(=O)N3CCN(C)CC3)cc2NC1=O (stereo not given)	-1	-3	0	0
7	CCC1CCCCN1S(=O)(=O)c1cc(-c2nnc(C)o2)cs1 (stereo not given)	5	4	7	5
8	O=C(C1CCC1)N1CCCC(c2nc(N3CCOCC3)ncc2-c2cccnc2)C1 (stereo not given)	0	18	17	2
9	Cc1ccc(C(=O)N2CCC3(C2)C(=O)N(C)c2ccccc23)cc1 (stereo not given)	-6	-3	-5	-3
10	Cc1ccc(SCc2nc(N)nc(Nc3ccccc3C)n2)c(C)c1	9	-1	0	-18

no.	USP10 block	USP8 inh	USP30 block	USP28 block
1	1	0	8	5
2	2	1	.	.
3	13	5	30*	72*
4	-1	9	2	-1
5	4	-3	-6	-9
6	0	3	-1	-7
7	-3	6	-1	4
8	-3	14	27	10
9	-2	-4	-17	-1
10	7	4	-1	2

Other structures:
no.	molecule	UCHL1 inh	USP17 block	OTUD3 inh	USP7 inh
11	Cc1cccc(-n2ncc3c2ncn2nc(-c4ccncc4)nc32)c1	2	23	14	5
12	O=C(c1cnccn1)N1CC[C@@H]2Oc3ccccc3S(=O)(=O)N(CC3CC3)[C@H]2CC1	1	5	3	-1
13	O=C(Nc1cnc(N2CCCCCC2)nc1)c1cnccn1	0	1	-2	-4
14	O=S(=O)(Nc1cccnc1-n1nc(C(F)(F)F)cc1C(F)(F)F)c1cccs1	0	6	0	4
15	Cc1c(S(=O)(=O)NC2CCCCNC2=O)sc2ccc(Cl)cc12 (stereo not given)	2	51*	2	1
16	COc1cccc(C(=O)N2Cc3ccccc3N(C)C(C)C2)c1 (stereo not given)	-3	-4	-4	0
17	CC(=O)N1CCOc2ccc(S(=O)(=O)Nc3ccccc3F)cc21	2	-8	10	4
18	Cc1ccc(N2CCC(NS(=O)(=O)Cc3ccccc3)C2=O)cc1C (stereo not given)	1	9	1	0
19	CCn1c(SCc2cccc(C)c2)nnc1-c1cnccn1	0	11	10	-3
20	CCNC(=O)C1CCN(c2cc(Nc3ccc(C)cc3)ncn2)CC1	-4	-11	-3	-2

no.	USP10 block	USP8 inh	USP30 block	USP28 block
11	0	18	15	14
12	0	15	7	6
13	-2	-4	-7	-7
14	5	6	0	-1
15	2	1	10	6
16	0	0	8	-7
17	1	1	17	3
18	-1	-10	-3	10
19	0	10	6	59*
20	-3	1	.	.

Continued:
no.	molecule	UCHL1 inh	USP17 block	OTUD3 inh	USP7 inh
21	Cc1nc(COCC2CN(C(=O)C3CC3)Cc3ccnn3C2)cs1 (stereo not given)	2	-7	7	4
22	CCN1CC2(CC1=O)CN(C(C)=O)CCN(S(=O)(=O)Cc1ccccc1)C2 (stereo not given)	-6	-24	-12	-3
23	CCC(C(=O)Nc1c(C)nc2cc(C)ccn2c1=O)c1ccccc1 (stereo not given)	-1	-1	-2	-1
24	CCc1ccc(NC(=O)N2CCc3nc(C)ncc3C2)cc1	2	-5	5	4
25	CC(=O)N1CCCc2ccc(NC(=O)c3cccc([N+](=O)[O-])c3)cc21	3	2	16	-1
26	COc1cccc(NC(=O)[C@H](C)NC(=O)c2cc3c(OC)c(OC)ccc3[nH]2)c1	7	47*	-6	6
27	O=C(Nc1ccccc1)NC1CCc2ncc(C(F)(F)F)n2C1 (stereo not given)	0	4	2	0
28	Cn1ccc(NC(=O)CN2[C@H](Cc3ccccc3)C[C@]3(C)NC(=O)CCC[C@H]23)n1	-2	-7	-1	1
29	COc1ccc(C(=O)CSc2nnc(-c3ccccn3)n2Cc2ccco2)cc1	3	12	8	2
30	COc1ccc(S(=O)(=O)NC2CCCCC2)c2ccccc12	1	-3	-9	-13

no.	USP10 block	USP8 inh	USP30 block	USP28 block
21	0	-142	6	2
22	3	-57	-14	-14
23	1	-5	-3	-5
24	0	0	-2	9
25	2	-44	17	11
26	3	81*	-24	0
27	0	12	12	0
28	1	0	-14	-3
29	-1	-96	-10	4
30	9	-6	5	1

Next results follow.
no.	molecule	UCHL1 inh	USP17 block	OTUD3 inh	USP7 inh
31	Cc1nc(-c2nc(C)c(Cl)c(=O)[nH]2)cs1	0	-54	0	-1
32	CC(CCc1ccccc1)NC(=O)c1cc(-c2ccc(Cl)c(Cl)c2)nc2ccccc12 (stereo not given)	2	16	3	5
33	CC(=O)N1CCC2(CC1)OC(C(=O)Nc1cccnc1)Cn1ccnc12 (stereo not given)	-2	-15	-1	-4
34	c1ccc(CN2CCC(Nc3ncnc4sc5c(c34)CCC5)CC2)cc1	0	-8	-23	-90
35	COc1ccc(S(=O)(=O)N2CCCC2c2c(C)noc2C)cc1 (stereo not given)	2	12	13	6
36	Cc1ccc(C2CCCCCN2C(=O)Nc2ccc3c(c2)OCO3)s1 (stereo not given)	3	7	3	0
37	Cc1ccc(CNC(=O)c2cccc(N3C(=O)CCS3(=O)=O)c2)cc1	-12	0	4	-1
38	CC(NC(=O)c1ccc2c(=O)n3c(nc2c1)CCCCC3)c1ccccc1 (stereo not given)	-1	-2	-4	0
39	Cn1cc(C2=CCN(S(=O)(=O)c3ccccc3)CC2)c2cccnc21	-4	-20	-20	-4
40	COc1ccc(OC)c(NC(C)C)c1	2	6	-5	1

no.	USP10 block	USP8 inh	USP30 block	USP28 block
31	0	3	2	-9
32	2	0	-32	-1
33	-11	-38	-67	-9
34	-11	11	-89	-25
35	3	21	24	4
36	7	5	7	2
37	-6	-1	10	8
38	0	-7	-6	0
39	-8	-12	-45	-16
40	0	12	-42	-5

Next part:
no.	molecule	UCHL1 inh	USP17 block	OTUD3 inh	USP7 inh
41	CC(=O)N1[C@@H](CNC(=O)c2ncccc2C)C[C@@]2(C)[C@@H](O)CCCC[C@@H]12	-3	-3	-2	-2
42	O=C(c1cccc(F)c1)N1CCCC2(COCCN(CC3CC3)C2)C1 (stereo not given)	0	8	13	0
43	O=S(=O)(Nc1ccccc1N1CCCCC1)c1cccc2nonc12	0	2	5	5
44	CCN1CCCC1CNc1ncnc2c1[nH]c1ccccc12 (stereo not given)	1	-39	-29	7
45	CC(=O)N[C@H]1CCO[C@@H](c2cccc(NC(=O)c3nccc4ccccc34)c2)C1	0	9	5	1
46	Cc1cc(CN2CCCCC2c2cc(=O)n3[nH]ccc3n2)no1 (stereo not given)	-3	-12	-4	0
47	CCN(CC)c1ccc2cc(C(=O)Nc3ccc(S(=O)(=O)N4CCOCC4)cc3)c(=N)oc2c1	-113	-151	-147	-97
48	Cc1cccc(NC(=O)N2CCCn3nnc(CN4CCCCC4)c3C2)c1	4	1	-4	15
49	COc1ccc(S(=O)(=O)N(CC(=O)NCc2ccco2)c2ccc(Cl)cc2)cc1	3	25	-2	-15
50	CC(C)NC(=O)[C@H]1C[C@@H]2CN(Cc3ccc(Cl)cc3)C[C@H]1O2	3	6	5	2

no.	USP10 block	USP8 inh	USP30 block	USP28 block
41	4	1	-10	-11
42	-2	-16	23	5
43	-1	-2	-12	3
44	-9	-18	-123	-26
45	-5	7	8	4
46	-3	-53	-36	-10
47	-4	-295	i	-216
48	2	-22	-9	-5
49	-2	17	-14	4
50	0	1	13	1

14 entries from above, set out differently:
37: Cc1ccc(CNC(=O)c2cccc(N3C(=O)CCS3(=O)=O)c2)cc1
38: CC(NC(=O)c1ccc2c(=O)n3c(nc2c1)CCCCC3)c1ccccc1 (stereo not given)
39: Cn1cc(C2=CCN(S(=O)(=O)c3ccccc3)CC2)c2cccnc21
40: COc1ccc(OC)c(NC(C)C)c1
41: CC(=O)N1[C@@H](CNC(=O)c2ncccc2C)C[C@@]2(C)[C@@H](O)CCCC[C@@H]12
42: O=C(c1cccc(F)c1)N1CCCC2(COCCN(CC3CC3)C2)C1 (stereo not given)
43: O=S(=O)(Nc1ccccc1N1CCCCC1)c1cccc2nonc12
44: CCN1CCCC1CNc1ncnc2c1[nH]c1ccccc12 (stereo not given)
45: CC(=O)N[C@H]1CCO[C@@H](c2cccc(NC(=O)c3nccc4ccccc34)c2)C1
46: Cc1cc(CN2CCCCC2c2cc(=O)n3[nH]ccc3n2)no1 (stereo not given)

| Screen / compound no. | 37 | 38 | 39 | 40 | 41 | 42 | 43 | 44 | 45 | 46 |
| --- | --- | --- | --- | --- | --- | --- | --- | --- | --- | --- |
| UCHL1 inh | -12 | -1 | -4 | 2 | -3 | 0 | 0 | 1 | 0 | -3 |
| USP17 block | 0 | -2 | -20 | 6 | -3 | 8 | 2 | -39 | 9 | -12 |
| OTUD3 inh | 4 | -4 | -20 | -5 | -2 | 13 | 5 | -29 | 5 | -4 |
| USP7 inh | -1 | 0 | -4 | 1 | -2 | 0 | 5 | 7 | 1 | 0 |
| USP10 block | -6 | 0 | -8 | 0 | 4 | -2 | -1 | -9 | -5 | -3 |
| USP8 inh | -1 | -7 | -12 | 12 | 1 | -16 | -2 | -18 | 7 | -53 |
| USP30 block | 10 | -6 | -45 | -42 | -10 | 23 | -12 | -123 | 8 | -36 |
| USP28 block | 8 | 0 | -16 | -5 | -11 | 5 | 3 | -26 | 4 | -10 |

47: CCN(CC)c1ccc2cc(C(=O)Nc3ccc(S(=O)(=O)N4CCOCC4)cc3)c(=N)oc2c1
48: Cc1cccc(NC(=O)N2CCCn3nnc(CN4CCCCC4)c3C2)c1
49: COc1ccc(S(=O)(=O)N(CC(=O)NCc2ccco2)c2ccc(Cl)cc2)cc1
50: CC(C)NC(=O)[C@H]1C[C@@H]2CN(Cc3ccc(Cl)cc3)C[C@H]1O2

| Screen / compound no. | 47 | 48 | 49 | 50 |
| --- | --- | --- | --- | --- |
| UCHL1 inh | -113 | 4 | 3 | 3 |
| USP17 block | -151 | 1 | 25 | 6 |
| OTUD3 inh | -147 | -4 | -2 | 5 |
| USP7 inh | -97 | 15 | -15 | 2 |
| USP10 block | -4 | 2 | -2 | 0 |
| USP8 inh | -295 | -22 | 17 | 1 |
| USP30 block | i | -9 | -14 | 13 |
| USP28 block | -216 | -5 | 4 | 1 |

(listing goes on)
no.	molecule	UCHL1 inh	USP17 block	OTUD3 inh	USP7 inh
51	O=S1(=O)C[C@H](NCc2ccccc2F)[C@@H](S(=O)(=O)c2ccccc2)C1	4	10	6	6
52	N#Cc1ccccc1Cn1c(=O)n(CCCC(=O)NCc2ccc(F)cc2)c(=O)c2ccccc21	1	31*	0	4
53	COc1ccc(NC(=O)CN2CC[C@@]3(O)CCCC[C@H]3C2c2ccc(OC)cc2)cc1 (stereo not given in full)	-4	-13	-11	-6
54	CNc1nc2c(c(=O)n1-c1ccccc1)CCN(C(=O)c1ccccc1OC)C2	-2	18	23	5
55	Cn1c(C(=O)NCCc2ccco2)c(N2CCCC2=O)c2cc(F)ccc21	-1	-5	-1	-12
56	O=C(c1ccc(S(=O)(=O)N2CCOCC2)cc1)N1CCN(C2=NS(=O)(=O)c3ccccc32)CC1	3	1	0	7
57	O=C1CC(C(=O)Nc2ccc3c(c2)OCO3)N=C(Nc2ccc(F)cc2)N1 (stereo not given)	2	8	7	7
58	COCc1ccc(C(=O)NCc2ccc(-c3nc(C)ncc3-c3cc(C)no3)cc2)cc1	1	12	8	0
59	Cc1cccc(C)c1NC(=O)COC(=O)c1ccccc1Nc1ccccc1	0	12	9	5
60	Cc1cccc(-n2nc(C)c3c2NC(=O)CC3C(=O)c2ccc3c(c2)OCO3)c1C (stereo not given)	-4	-8	2	-2

no.	USP10 block	USP8 inh	USP30 block	USP28 block
51	1	24	21	9
52	34*	16	21	8
53	-4	-19	-24	-2
54	-2	-8	22	2
55	0	-1	-15	-13
56	0	15	11	4
57	4	7	16	6
58	-1	2	2	9
59	4	9	22	-4
60	-1	-37	-7	4

Further structures
no.	molecule	UCHL1 inh	USP17 block	OTUD3 inh	USP7 inh
61	COc1ccc(-c2cccc([C@H]3C[C@@H](NC(C)=O)[C@@H]4CCCC[C@H]4O3)c2)cc1	0	7	11	3
62	Cc1nocc1C(=O)N1CCN(C2CCN(Cc3ccccc3Cl)CC2)C(=O)C1	-3	-2	0	-4
63	Cc1c(CCC(=O)N2CCN(c3ccc(F)cc3)CC2)c(=O)oc2cc(O)ccc12	1	9	15	2
64	Cn1ccc(-c2nc3ccccc3s2)n1	0	5	15	0
65	O=C1CC(c2cccc(Cl)c2Cl)c2c(nc(-c3ccccc3)[nH]c2=O)N1 (stereo not given)	1	16	12	7

no.	USP10 block	USP8 inh	USP30 block	USP28 block
61	-1	9	17	0
62	0	-4	-7	-5
63	3	12	25	6
64	2	6	15	13
65	5	21	24	-7
